# All columns: NCI-60 one-dose screen, growth in % after 48 h at 10 µM unless noted; 100 = growth as untreated, 0 = no growth, -100 = all killed.
# RPMI-8226 – RPMI-8226 leukemia cells. 7.5% of 77,000 active. AID 1794781
# A549/ATCC – A549/ATCC NSCLC; 3.7% of 81,000 active; AID 1794740
# HOP-62 – HOP-62 NSCLC | 3.9% of 80,000 active
# MOLT-4 – MOLT-4 leukemia cells; 6.9% of 80,000 active
# EKVX – EKVX NSCLC | 3% of 71,000 active | AID 1794765
# HOP-92 – HOP-92 NSCLC cells | AID 1794738 | 6.3% of 71,000 active
# SR – SR leukemia cells. AID 1794780. 8.7% of 73,000 active
# CCRF-CEM – CCRF-CEM leukemia; AID 1794778; 7% of 77,000 active
# Active calls of the source: *; · = no result given; & = joins results of further samples. How the source made its calls: active means growth percent below 10; inactive means the rest.
SMILES,RPMI-8226,A549/ATCC,HOP-62,MOLT-4,EKVX,HOP-92,SR,CCRF-CEM
COC(=O)CC1SC(c2ccc(F)cc2)N(c2nnc(COc3ccc(F)cc3)s2)C1=O (stereo not given),145,43,103,81,70,·,116,114
CC(Oc1ccc(C(=O)NS(=O)(=O)C(C)(C)C)cc1C(F)(F)F)c1ccc(Oc2ccccc2)cn1 (stereo not given),95,94,78,98,87,73,26,74
Cc1cc(C#Cc2ccccc2)ccc1-n1c(/C=C/c2cccc(Cl)c2)nc2ccccc2c1=O,29,73,·,49,55,59,75,69
C#CCOc1ccc(/C=N/Nc2nc(-c3cc4ccc(OC)cc4oc3=O)cs2)cc1,74,99,96,94,87,62,77,89
C#CCOc1ccc(C2=NN(CC)C3N=C(Cl)c4ncn(CC)c4N23)cc1OCC#C (stereo not given),79,74,83,67,86,68,77,70
COc1cc2c(cc1OC)C(=O)Cc1ccc3c(c1CN(C)CC2)OCO3,·,104,106,96,107,·,97,100
CCCN(CCC)C(=O)C(c1ccccc1)C(O)(c1ccccc1)c1ccccc1 (stereo not given),51,82,99,52,87,91,76,76
CN(C)CCCNC(=O)C(c1ccccc1)c1ccccc1,101,90,103,85,106,98,105,100
CCOC(=O)Nc1cc(-c2ccc(C)c(NS(C)(=O)=O)c2)nn2c(C)nnc12,-20*,·,14,19,·,-10*,25,24
C=CCn1c(O)c(N=NC(=O)Cc2c[nH]c3ccccc23)c2ccccc21,99,103,100,103,100,111,112,88
Cc1c(O)ccc2c1CCCC2,96,94,80,84,102,86,94,90
NS(=O)(=O)c1ccc(CN2C(=O)c3cccc4cccc(c34)C2=O)cc1,87,92,82,95,·,83,104,86
O=C(NCCc1c[nH]c2ccccc12)C1Cc2ccccc2CN1C(=O)c1ccco1 (stereo not given),87,98,95,77,102,30,66,81
COc1ccc(C(=O)COc2cccc(/C=C3\Oc4ccc5ccccc5c4C3=O)c2)cc1,·,·,90,19,90,·,16,·
CCNc1cc(S(=O)(=O)O)ccc1C,98,81,91,92,101,104,113,90
NCc1c(Cl)c(Cl)c(Cl)c(CN)c1Cl,98,105,112,108,101,83,132,93
CN(C)CCNc1ncc(F)c(-c2cnc3cc(Cl)ccn23)n1,110,102,97,108,99,107,82,98
COc1ccc(/C=C2/SC(=S)NC2=O)cc1OCc1cn(-c2ccc(S(=O)(=O)Nc3nccs3)cc2)nn1,111,107,108,112,99,112,113,114
CCCCC(CC)CN1C(=O)C2C3C=CC(C3)C2C1=O (stereo not given),99,98,85,67,97,94,97,101
COc1ccccc1-c1cc(=O)c2c(OC)c3ccoc3c(/C=C/C=O)c2o1,101,108,105,102,·,107,99,99
COc1cccc(-c2nc(-c3ccc(NS(=O)(=O)c4ccccc4)cc3)[nH]c2-c2ccnc(Br)c2)c1,·,29,27,4.8*,32,25,8.3*,19
COc1cc(/C=C2/C(=O)Nc3ccc(Cl)cc32)ccc1OCc1ccccc1,105,101,94,97,96,93,109,99
Cc1ccc2nc(NC(=O)CSc3nc(=S)c(C#N)c(-c4ccccc4)[nH]3)sc2c1,101,100,85,107,97,91,82,119
CN(C)c1ccc2cc(-c3nc4ccccc4s3)c(N)nc2c1,11,28,40,22,68,85,21,6.4*
Clc1ccc(-c2nnc3c(/C=C/c4ccc(Br)cc4)nc4ccccc4n23)cc1,97,101,107,78,93,93,87,97
CC(C)/C1=N/NC(=O)CCCCC(=O)N/N=C(/C(C)C)CC[C@@H](C)CCOC(=O)c2cccc(n2)C(=O)OCC[C@H](C)CC1,97,89,97,89,96,99,95,91
Ic1c(I)c(I)c(I)c(I)c1I,98,103,102,86,·,91,89,101
Cc1cc(SCC(=O)c2ccccc2)cc(C)[o+]1,97,107,99,69,117,97,83,97
O=C(O)c1ccc(-n2cc(C(=O)O)c(-c3ccc(F)cc3F)n2)cc1,105,104,86,87,99,127,89,101
O=c1/c(=C/c2ccccc2)sc2nc3ccccc3n12,99,99,89,103,82,96,97,106
Cc1c(Br)cc(Br)cc1Br,101,106,89,107,102,91,86,115
CCOC(=O)C(=CNC(=S)Nc1ccc(Cl)c(Cl)c1)C(=O)OCC,67,100,96,66,72,91,81,80
C=CCc1cc(C(CC)(C(=O)CC)c2ccc(O)c(CC=C)c2)ccc1O,37,56,84,41,65,70,53,61
COc1ccc(/C(=C\c2ccc3c(c2)OCO3)C(=O)Nc2nc3ccccc3s2)cc1OC,78,91,94,74,·,91,70,·
c1ccc2c[n+](CC[n+]3ccc4ccccc4c3)ccc2c1,96,104,96,103,91,67,122,96
COc1cc(C(=O)C(=O)c2ccc(O)c(OC)c2)ccc1O,103,99,88,103,102,100,111,111
CCc1c(Cl)c(Cl)c(Cl)c(Cl)c1Cl,105,105,102,92,·,112,95,98
COc1cc(NCCCN(CC(C)C)CC(C)C)c2ncccc2c1,78,81,88,103,85,84,85,87
O=C(c1ccc(Cc2n[nH]c(=O)c3cccnc23)cc1)N1CCN(c2ccccc2)CC1,106,110,104,100,100,111,126,·
O=[N+]([O-])c1ccc(Oc2cccc(Cl)c2)cc1,102,109,121,104,92,·,96,103
COC1OC(COS(=O)(=O)c2ccc(C)cc2)C(OC(=O)c2ccccc2)C(OC(=O)c2ccccc2)C1OC(=O)c1ccccc1 (stereo not given),91,100,87,95,114,90,93,89
CCC(C)(C)C(=O)O[C@H]1C[C@@H](C)C=C2C=C[C@H](C)[C@H](CCC3CC3CC(=O)OC)C21 (stereo not given in full),53,70,103,74,82,75,·,76
S=C(Nc1ccccc1)Nc1ccc(OCc2nc3ccc(Cl)cc3[nH]2)cc1,67,88,90,52,67,115,26,54
CCOC(=O)Nc1ccc(NC(=O)OCC)cc1,97,91,103,96,93,79,98,93
CC1(C)OCC([C@H]2O[P@](=O)(c3ccccc3)[C@@H](NCc3ccccc3)[C@H]3OC(C)(C)O[C@H]32)O1 (stereo not given in full),90,103,116,97,97,97,114,98
COc1cc(C2Cc3c(nn(-c4ccc(C)cc4)c(=O)c3C#N)C(O)=C2[N+](=O)[O-])cc(OC)c1OC (stereo not given),·,90,82,·,87,66,·,89
CC(C)CCC[C@@H](C)[C@H]1CC[C@H]2[C@@H]3CCC4=C(Cl)C(=O)CC[C@]4(C)[C@H]3CC[C@]12C,94,90,97,104,110,100,102,88
O=C(Nc1ccc2oc(=O)ccc2c1)Nc1ccc(Cl)cc1Cl,122,108,116,·,94,113,·,105
CC(=O)Oc1ccc([N+](=O)[O-])cc1,104,93,99,115,·,101,105,108
Cc1ccc2oc3ccccc3c(=O)c2c1,113,96,108,102,91,86,94,93

# Arranged by length of the SMILES (highest first): twelve of the compounds above
SMILES,RPMI-8226,A549/ATCC,HOP-62,MOLT-4,EKVX,HOP-92,SR,CCRF-CEM
COC1OC(COS(=O)(=O)c2ccc(C)cc2)C(OC(=O)c2ccccc2)C(OC(=O)c2ccccc2)C1OC(=O)c1ccccc1 (stereo not given),91,100,87,95,114,90,93,89
CC(C)CCC[C@@H](C)[C@H]1CC[C@H]2[C@@H]3CCC4=C(Cl)C(=O)CC[C@]4(C)[C@H]3CC[C@]12C,94,90,97,104,110,100,102,88
CCC(C)(C)C(=O)O[C@H]1C[C@@H](C)C=C2C=C[C@H](C)[C@H](CCC3CC3CC(=O)OC)C21 (stereo not given in full),53,70,103,74,82,75,·,76
O=C(c1ccc(Cc2n[nH]c(=O)c3cccnc23)cc1)N1CCN(c2ccccc2)CC1,106,110,104,100,100,111,126,·
S=C(Nc1ccccc1)Nc1ccc(OCc2nc3ccc(Cl)cc3[nH]2)cc1,67,88,90,52,67,115,26,54
O=C(Nc1ccc2oc(=O)ccc2c1)Nc1ccc(Cl)cc1Cl,122,108,116,·,94,113,·,105
COc1cc(C(=O)C(=O)c2ccc(O)c(OC)c2)ccc1O,103,99,88,103,102,100,111,111
COc1cc(NCCCN(CC(C)C)CC(C)C)c2ncccc2c1,78,81,88,103,85,84,85,87
O=[N+]([O-])c1ccc(Oc2cccc(Cl)c2)cc1,102,109,121,104,92,·,96,103
CC(=O)Oc1ccc([N+](=O)[O-])cc1,104,93,99,115,·,101,105,108
CCc1c(Cl)c(Cl)c(Cl)c(Cl)c1Cl,105,105,102,92,·,112,95,98
Cc1ccc2oc3ccccc3c(=O)c2c1,113,96,108,102,91,86,94,93

# Continued.
SMILES,RPMI-8226,A549/ATCC,HOP-62,MOLT-4,EKVX,HOP-92,SR,CCRF-CEM
O=Cc1c(Cl)c(Cl)c(C=O)c(Cl)c1Cl,86,104,93,73,·,86,31,29
CCOc1ccccc1F,101,105,106,97,106,113,92,98
COc1ccc(C=Nc2c(C(=O)Nc3cccc(Cl)c3C)sc3nc(C)c(C(=O)/C=C/c4ccc(OC)cc4)cc23)cc1,15,31,46,52,43,79,31,20
CC1S/C(=N/NC(=O)Cc2csc3nc(-c4ccc(Br)cc4)cn23)N(C2CCCCC2)C1=O (stereo not given),86,88,58,78,·,43,40,63
Cc1cc(Br)nc2ccc([N+](=O)[O-])cc12,100,100,101,102,60,88,92,108
C=C[C@H]1CCC/C=C/[C@@H]2C[C@H](O)C[C@H]2[C@H](O)/C=C/C(=O)O1,-4.4*,8.5*,33,0.4*,3.4*,·,0.9*,7.4*
O=c1cc[nH]c(=S)[nH]1,102,109,105,96,96,94,·,101
O=S(=O)(O)c1ccc(Cl)cc1,102,97,95,99,105,117,93,106
C[C@H]1[C@H](C)CC[C@]2(C(=O)NCCCNCCCCNCCCN)CC[C@]3(C)C(=CC[C@@H]4[C@@]5(C)C/C(=C/c6cccnc6)C(=O)C(C)(C)[C@@H]5CC[C@]43C)[C@H]12,84,88,107,79,97,·,74,97
Oc1ccc(-c2nnc(Nc3ccc(C(F)(F)F)cc3)o2)cc1,95,73,93,96,88,·,103,86
N#Cc1c(N)nc2c(c1N)C(c1ccc(F)cc1)c1ccc(N)cc1O2 (stereo not given),103,101,113,96,·,97,93,100
O=C1c2ccccc2C(=O)C1c1ccccc1,112&102,76&104,90&113,80&110,98&102,77&82,108&99,107&94
O=C(O)CCNC(=O)OCc1ccccc1,·,93,91,100,102,83,91,94
O=C1c2ccccc2C(=O)N1Cc1c(Cl)cccc1[N+](=O)[O-],98,98,89,103,·,101,112,109
CC/C(=C\c1ccc(N(C)C)cc1)c1ccncc1,·,43,47,39,64,·,23,·
C=C(C)[C@@H]1CC[C@]2(C(=O)O)CC[C@]3(C)[C@H](CC[C@@H]4[C@@]5(C)C[C@@H](CC#Cc6ccc(Br)cc6)C(=O)C(C)(C)[C@@H]5CC[C@]43C)[C@@H]12,33,33,52,32,52,66,55,29
O=C(O)CNc1ccc([N+](=O)[O-])cc1,101,97,105,99,103,102,87,101
O=C(Oc1c(Cl)cc(Cl)cc1[N+](=O)[O-])c1ccccc1Cl,85,99,105,·,88,72,95,35
NNC(=O)Cc1ccc2ccccc2c1,85,92,123,87,102,112,·,64
O=C(CNc1ccccc1)N1CCN(c2ncnc3c2cnn3-c2ccccc2)CC1,71,85,84,36,64,62,90,63
Cc1nc(NC(=S)Nc2ccc(F)cc2)sc1C(=O)NN,111,107,·,137,150,66,130,118
O=C(NCCc1ccccc1)c1ccc([N+](=O)[O-])cc1,102,103,106,101,108,100,·,109
COC(OC)C(=O)c1ccccc1,100,104,117,109,91,84,110,98
O=C(COc1cccc(N2C(=O)c3ccccc3C2=O)c1)c1ccc(F)cc1,107,104,102,108,84,·,110,127
CC(C)(C)n1nnnc1C(Nc1nccs1)c1cc2cccc3ccc4cccc1c4c32 (stereo not given),95,108,85,97,91,103,85,99
CCn1cc(-c2ccnc(NCCNS(=O)(=O)c3ccc(Cl)cc3)c2)c(-c2cccc(O)c2)n1,72,90,119,78,105,96,76,98
Cc1cc(C)c2c(N)c(C(=O)c3ccc4c(c3)OCCO4)sc2n1,64,98,113,74,·,90,84,70
Cc1ccc(S(=O)(=O)N(CCC#N)CCC#N)cc1,103,99,85,101,104,·,128,100
NC1(C(=O)O)CSSC1,100,22,36,87,79,·,89,78
O=c1[nH]c2nnnn2c2sc3c(c12)CCCC3,108,103,83,100,51,68,87,117
O=C(Nc1nc2c(C(F)(F)F)cccc2s1)c1cc(Cl)ccc1O,-23*,3.7*,-7.8*,-8.1*,11,-28*,7.2*,11
COc1ccc(OC)c(/C=C2/C=C(c3ccccc3)N(CCc3ccc(S(N)(=O)=O)cc3)C2=O)c1,69,81,92,88,104,52,78,95
CCOC(=O)C1C2C=CC(C2)C1C(=O)OC (stereo not given),98,107,106,86,·,105,86,·
CCN(CC)CCNc1ccc(C)c2sc3cc(Cl)ccc3c(=O)c12,-4.3*,31,67,1.4*,71,22,-30*,12
CS(=O)(=O)c1ccc(-c2nc3ccccc3n2CC(=O)N/N=C/c2ccc(F)cc2)cc1,100,99,95,104,98,94,108,109
N#C/C(=C\c1ccc(Br)cc1)n1nnc2cc(Cl)c(Cl)cc21,·,67,53,6.1*,60,33,10,8.2*
CCOC(=O)C(=CNc1ccccc1-n1cccc1)C(=O)OCC,89,84,112,100,·,80,96,90
NC(N)=Nc1ccc(Oc2cccc(NC(N)=Nc3ccc(I)cc3F)c2)cn1,34,58,67,43,63,-3.5*,7.2*,43
C#CCOc1ccccc1C(=O)c1cc(-c2ccccc2)c(=O)n(CC#C)c1,78,87,85,93,96,80,·,86
CC/C(=C(\c1ccc(OCCN2CCCCCC2)cc1)c1ccc(OC(=O)c2ccccc2)cc1)c1ccc(OC)cc1,80,83,99,70,95,85,27,78
c1ccc2sc(SSc3nc4ccccc4s3)nc2c1,92,106,92,79,83,55,100,113
COc1ccccc1Nc1nnc(-c2csc(N)n2)s1,98,107,99,109,·,·,112,98
O=C1c2ccccc2C(=O)N1CBr,99,97,102,99,105,89,102,94
COc1cc(CNC(=O)/C=C/c2ccccc2)ccc1OCc1cn(-c2ccc(F)cc2)nn1,94,85,92,103,88,114,108,103
